From PubChem
APEX1 inh: qHTS Assay for Inhibitors of the Human Apurinic/apyrimidinic Endonuclease 1 (APE1); 0.35% of 350,000 active; Potency, µM (series often up to 65.8 µM), without a hit: at the highest dose activity change, negative = inhibition, most hits filed as inhibitors; recombinant APE1, TAMRA/BHQ-2 abasic DNA cleavage fluorescence; DNA repair nuclease/redox regulator APEX1 (Homo sapiens), P27695;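 further: potency means the concentration at half of the fitted maximal effect; plate controls were vehicle for no effect and reference inhibitor for full effect; nearly all actives have a fitted effect of over 55% in size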
Target sequence (P27695 whole entry, looked up): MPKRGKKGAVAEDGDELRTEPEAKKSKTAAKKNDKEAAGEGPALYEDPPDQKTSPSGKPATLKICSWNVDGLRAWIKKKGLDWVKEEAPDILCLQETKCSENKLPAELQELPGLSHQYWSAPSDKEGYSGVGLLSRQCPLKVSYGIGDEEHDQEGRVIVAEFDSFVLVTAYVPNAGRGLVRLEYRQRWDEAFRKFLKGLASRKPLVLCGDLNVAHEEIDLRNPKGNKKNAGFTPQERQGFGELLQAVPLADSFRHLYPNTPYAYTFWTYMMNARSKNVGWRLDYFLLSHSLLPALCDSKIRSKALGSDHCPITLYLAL
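Endonuclease cleavage of a quenched abasic-site DNA duplex (50 nM) by APE1 (0.75 nM) was tracked by TAMRA dequenching. Compounds were preincubated with enzyme 15 min at room temperature; data normalized to buffer-only and DMSO wells plus NSC13755 control.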
RXFP1 antag: qHTS Assay for Antagonists of the Relaxin Receptor RXFP1 | Relaxin receptor 1 (Homo sapiens), Q9HBX9 | HEK293-RXFP1, relaxin-stimulated cAMP HTRF, 30 min; active compounds read low | activity change, negative = inhibition, % at 57.5 µM | 0.59% of 350,000 active | AID 1259400, 2018;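 active means activity change of -60% or lower, but not beyond a set lower limit; inconclusive means change between -60% and -40%, or beyond the set limit; inactive means change above -40%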; further: on the % scale 0 is the no-effect control and ±100 the full control effect
Tb PGK inh: qHTS Assay to Find Inhibitors of Phosphoglycerate Kinase; Phosphoglycerate kinase, glycosomal (Trypanosoma brucei brucei), P07378; PGK/GAPDH coupled, Kinase-Glo luminescence, 60 min; Potency, µM (doses to about 57.5 µM), for inactives: at the highest dose activity change, negative = inhibition, actives largely listed as inhibitors; 0.043% of 380,000 active; AID 602233, 2012; further: potency means the concentration at half of the fitted maximal effect; on the % scale 0 is the no-effect control and ±100 the full control effect; nearly all actives have a fitted effect of over 60% in size
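Luminescent ATP detection (Kinase-Glo Plus) follows a 60-minute room-temperature incubation, with wells lacking PGK as controls. Buffer: 100 mM TEA (pH 7.6), 5 mM MgCl2, 0.01% Tween-20. Coupling enzyme GAPDH (100 nM final) supplies unstable 1,3-BPG in-well.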
POLB inh: qHTS Assay for Inhibitors of DNA Polymerase Beta; Pol beta primer extension/strand displacement, fluorescence kinetic; Potency, µM (titrated, usually from 114 µM), for inactives: at the highest dose activity change, negative = inhibition, most hits filed as inhibitors; 1.3% of 340,000 active; AID 485314, 2010; further: potency means the concentration at half of the fitted maximal effect; on the % scale 0 is the no-effect control and ±100 the full control effect
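Kinetic readout of DNA synthesis with strand displacement by Pol beta. Compound and 10 nM enzyme sit 15 min at room temperature; 50 nM substrate starts the reaction, read immediately and at 10 min.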
Pol eta inh: qHTS for Inhibitors of Polymerase Eta; recombinant Pol eta, fluorescent DNA replication assay; 1.2% of 390,000 active; DNA polymerase eta (Homo sapiens), Q9Y253; Potency, µM (titrated, usually from 114 µM), inactives show at the top dose activity change, negative = inhibition, usual class: inhibitors; further: potency means the concentration at half of the fitted maximal effect; on the % scale 0 is the no-effect control and ±100 the full control effect
Target sequence (Q9Y253 whole entry, looked up): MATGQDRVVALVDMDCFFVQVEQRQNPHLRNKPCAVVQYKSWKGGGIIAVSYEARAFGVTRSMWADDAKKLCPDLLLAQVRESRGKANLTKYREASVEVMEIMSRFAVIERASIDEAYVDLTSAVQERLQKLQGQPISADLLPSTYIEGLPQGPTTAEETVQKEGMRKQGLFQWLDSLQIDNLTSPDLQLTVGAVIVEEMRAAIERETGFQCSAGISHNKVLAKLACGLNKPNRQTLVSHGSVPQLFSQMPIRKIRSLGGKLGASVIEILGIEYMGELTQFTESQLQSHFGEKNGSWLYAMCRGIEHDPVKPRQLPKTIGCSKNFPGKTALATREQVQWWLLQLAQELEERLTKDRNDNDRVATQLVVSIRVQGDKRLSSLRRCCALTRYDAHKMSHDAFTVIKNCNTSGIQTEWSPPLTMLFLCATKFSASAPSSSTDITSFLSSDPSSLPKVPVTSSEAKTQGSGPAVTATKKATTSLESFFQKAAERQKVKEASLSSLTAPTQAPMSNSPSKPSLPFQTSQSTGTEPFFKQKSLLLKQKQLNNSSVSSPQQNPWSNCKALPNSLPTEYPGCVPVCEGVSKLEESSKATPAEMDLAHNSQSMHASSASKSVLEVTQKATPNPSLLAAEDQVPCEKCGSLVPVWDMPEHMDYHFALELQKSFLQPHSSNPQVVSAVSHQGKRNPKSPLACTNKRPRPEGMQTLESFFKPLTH
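Pol eta (10 nM) was preincubated with compounds for 15 min at room temperature, after which fluorescent replication substrate (50 nM final) was added to start the reaction. Fluorescence was read kinetically at 0 and 10 min.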
POLK inh: qHTS for Inhibitors of Polymerase Kappa | DNA polymerase kappa (Homo sapiens), Q9UBT6 | purified Pol kappa, fluorescent DNA synthesis assay, 10 min | Potency, µM (titrated, usually from 107 µM), without a hit: at the highest dose activity, negative = inhibition, hits mostly inhibitors | 0.53% of 400,000 active; further: potency means the concentration at half of the fitted maximal effect; on the % scale 0 is the no-effect control and ±100 the full control effect
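Here, compound and 10 nM enzyme are combined for 15 min at room temperature; adding 50 nM substrate (final) starts DNA synthesis, tracked by fluorescence at 0 and 10 min against buffer-only wells.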
Pol iota inh: qHTS for Inhibitors of Polymerase Iota; DNA polymerase iota (Homo sapiens), Q9UNA4; Pol iota fluorescent replication assay, 10 min; Potency, µM (top dose mostly 115 µM), for the others: at the top dose activity, negative = inhibition, most hits filed as inhibitors; 1% of 390,000 active; AID 588590, 2011; further: potency means the concentration at half of the fitted maximal effect
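Pol iota at 10 nM preincubated 15 min with compounds at room temperature; reaction started with fluorescent substrate, 50 nM final. Fluorescence read kinetically at 0 and 10 min; buffer-only wells as negative control.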
BLM helicase inh: qHTS Assay for Inhibitors of Bloom's syndrome helicase (BLM). RecQ-like DNA helicase BLM (Homo sapiens), P54132. recombinant BLM DNA unwinding, fluorescence dequenching. Potency, µM (top dose mostly 56.1 µM), for the others: top-dose activity change, negative = inhibition, usual class: inhibitors. 0.2% of 350,000 active;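 further: potency means the concentration at half of the fitted maximal effect; plate controls were vehicle for no effect and no enzyme for full effect; nearly all actives have a fitted effect of over 35% in size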
Apoferritin bind: qHTS Assay for Identification of Novel General Anesthetics; Ferritin light chain (Equus caballus), P02791; 0.074% of 350,000 active; apoferritin/1-aminoanthracene competitive binding, fluorescence; Potency, µM (series often up to 77.5 µM), for inactives: at the highest dose activity change, negative = displacement, hits mostly inhibitors; further: potency means the concentration at half of the fitted maximal effect; on the % scale 0 is the no-effect control and ±100 the full control effect; nearly all actives have a fitted effect of over 20% in size
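Steps: apoferritin (10 uM) was premixed with half-saturated 1-AMA in PBS, compounds were pin-transferred, plates stood 10 min at room temperature, fluorescence was read at 380/535 nm, and curves were fitted with a Hill equation.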
The depositor's hits bear a star; i = inactive; ? = inconclusive; . = not tested or not shown; [ ] = another dose, or the depositor's remark. Unless noted, the call rests on the fitted dose curve; in most records, active means well fitted curve in the direction sought with a large enough effect; inconclusive means small, poorly fitted or top-dose-only effect, or another doubt; inactive means no such curve, though single readings can be large; an effect the other way counts as inactive or inconclusive. An excerpt. The share of hits here may be higher or lower than overall.

| cpd | smiles | APEX1 inh | RXFP1 antag | Tb PGK inh | POLB inh | Pol eta inh | POLK inh | Pol iota inh | BLM helicase inh | Apoferritin bind |
| --- | --- | --- | --- | --- | --- | --- | --- | --- | --- | --- |
| 1 | Cc1nc(Nc2ccccc2O)c2oc3ccccc3c2n1 | 8% | -1 | 6% | 17% | ? | -12% | ? | -6% | 2% |
| 2 | Cc1ccc2ncnc(Oc3ncccc3NC(=O)C(C)(C)C)c2c1 | 0% | -4 | 2% | -11% | -7% | -15% | 4% | -4% | 2% |
| 3 | COc1cc(CN2CCC(C(=O)NCC(C)(C)CN(C)C)CC2)ccc1OCc1ccccc1 | 4% | 0 | -1% | -3% | -3% | -8% | ? | -7% | -14% |
| 4 | CCOC(=O)c1[nH]c(C)c(C(=O)NCc2ccc(C)cc2)c1C | -4% | . | -3% | 50% | -10% | -2% | -14% | -6% | -13% |
| 5 | Cc1cc(C(=O)Nc2cccc3cccnc23)ccc1[N+](=O)[O-] | 20% | 3 | i | 26% | -8% | -1% | 36%[activator] | -1% | -6% |
| 6 | COc1ccc(OC)c(NC(=O)Cc2nn(C)c(=O)c3ccccc23)c1 | -2% | -3 | i | 25% | -6% | 9% | 28% | 4% | -2% |
| 7 | CC(=O)Nc1cccc(-c2nc3ccccc3c(=O)o2)c1 | 3% | -9 | 3% | -10% | -5% | -7% | 13% | 0% | 0% |
| 8 | Cc1c(C(=O)NCc2ccccc2Cl)cccc1-n1cnc2cccnc21 | . | -16 | -1% | -2% | -22% | -7% | 34%[activator] | 0% | -5% |
| 9 | CN(CC#CC1(O)c2ccccc2-c2ccccc21)Cc1ccccc1 | -2% | . | 1% | 4% | ? | -10% | 30%[activator] | -1% | -12% |
| 10 | Cc1cc(NC(=S)N(Cc2ccc(Br)cc2)Cc2ccc(C(=O)O)cc2)ccc1Cl | -3% | -31 | -18% | ? | ? | -10% | 15% | ? | -11% |
| 11 | COC(=O)c1cc2oc(C)cc2n1Cc1cccc(Cl)c1 | . | -14 | -5% | 13% | -20% | 7% | 24% | -9% | 3% |
| 12 | CC[C@]12c3[nH]c4ccc(OC)cc4c3CCN1C(=O)C(CC(=O)NCCN1CCOCC1)C[C@@H]2C(=O)N1CCN(C(=O)c2ccco2)CC1 (stereo not given in full) | 1% | . | -3% | . | -10% | -3% | 30% | . | . |
| 13 | O=C(NC1CCCCC1)c1c[nH]c2ccc(S(=O)(=O)Nc3ccccc3F)cc2c1=O | . | -7 | -16% | 25µM* | ? | -14% | ? | -2% | ? |
| 14 | O=C(CSc1nnc2scc(-c3ccc(F)cc3)n12)NCc1ccco1 | -3% | 9 | -2% | 12% | -3% | -18% | ? | 1% | -8% |
| 15 | COc1ccc(N2CCN(c3ccnc4cc(Cl)ccc34)CC2)cc1 | 53% | -10 | -2% | -13% | -12% | 3% | 11% | -5% | 1% |
| 16 | CCCCn1c(N)c(N(CCC(C)C)C(=O)CSc2nncn2-c2ccccc2)c(=O)[nH]c1=O | 22% | 7 | -6% | . | -17% | 2% | 9% | . | . |
| 17 | COc1ccc(CNC(=O)c2c(C)cc(=O)oc2C)cc1OC | 3% | -2 | -2% | -1% | -15% | -10% | 5% | -2% | 5% |
| 18 | CC1(C)CC(=O)C(C(=O)/C=C/NCCc2ccccc2)C(=O)C1 | -5% | -9 | i | -4% | -8% | -5% | 11% | -5% | ? |
| 19 | O=c1[nH]cc([N+](=O)[O-])cc1Br | 2% | -8 | -4% | -18% | -11% | ? | -11% | -1% | -6% |
| 20 | CCC(C)(C)n1nnnc1C(c1cc2cc(C)cc(C)c2[nH]c1=O)N1CCN(Cc2ccc3c(c2)OCO3)CC1 (stereo not given) | 0% | 4 | -3% | 0% | -10% | -10% | 4% | -2% | -6% |
| 21 | CN(CCO)C(=O)c1c(NC(=O)c2ccccc2)sc2c1CCCC2 | 10% | -1 | -3% | 0% | -11% | 7% | 43%[activator] | 2% | -6% |
| 22 | O=C(Cn1nc(C(=O)O)c2ccccc2c1=O)Nc1ccc(Cl)c(S(=O)(=O)N2CCOCC2)c1 | -1% | -21 | -5% | . | 9% | -11% | 78%[activator] | . | . |
| 23 | CCCCCCc1cc2cc(-c3nnc(-c4ccccc4)o3)c(=O)oc2cc1O | -4% | -21 | -13% | 11% | 40µM* | -5% | 33%[activator] | -3% | -5% |
| 24 | Cc1cc(O)c(C(c2ccccc2)N2CCN(c3ccccc3F)CC2)c(=O)n1Cc1ccco1 (stereo not given) | . | -24 | -5% | -10% | -20% | -12%[60.1 µM] | 20% | -1% | -12% |
| 25 | O=C(CN(CC1CCCO1)C(=O)CNS(=O)(=O)c1ccc(Cl)cc1)NCCc1ccccc1 (stereo not given) | -3% | 2 | -1% | 3% | -7% | -10% | -5%[58.9 µM] | -1% | -8% |
| 26 | COc1c[nH]n(C2CCCCC2)c(=O)c1=O | 4% | -6 | 12% | -1% | 3% | -4% | -1% | -2% | -10% |
| 27 | O=C(NCC(c1cccnc1)N1CCOCC1)C(=O)Nc1ccc(Cl)cc1 (stereo not given) | . | -20 | -1% | 0% | -7% | -7% | 14% | 3% | -9% |
| 28 | CC(=O)NC(c1ccccc1)c1nc2ccccc2[nH]1 (stereo not given) | -1% | 2 | . | 14% | 0% | -9% | 7% | -3% | 5% |
| 29 | COc1ccc(C2=C/C(=C/c3cccnc3)C(=O)O2)cc1OC | -4% | 0 | -5% | -7% | -13% | -11% | 49%[activator] | -2% | -7% |
| 30 | CC1CCC(NC(=O)c2cccc(S(=O)(=O)N3CCN(C)CC3)c2)CC1 (stereo not given) | 21% | -6 | -7% | . | -15% | -9% | 10% | . | . |
| 31 | Clc1ccc(-n2ncc3c(NCCCn4ccnc4)ncnc32)cc1 | 2% | -10 | -1% | 7% | -5% | 1% | -1% | 1% | -3% |
| 32 | CN1C(C(=O)Nc2ncccn2)=C(O)c2ccccc2S1(=O)=O | 54% | -6 | -9% | -10% | -17% | 5% | -18% | -1% | -4% |
| 33 | CCOC(=O)c1sc2nc3c(SCC(=O)O)cc(C(=O)c4ccccc4O)cn3c(=O)c2c1C | ? | -15 | 6% | 3.2µM* | ? | -24% | ? | -16% | -7% |
| 34 | [N-]=C=C1C(=S)NC(=O)[C@H]([n+]2ccccc2)[C@H]1c1ccc(Cl)cc1 | ? | -2 | -8% | ? | 3% | 2% | 10% | 3% | 6% |
| 35 | NS(=O)(=O)c1ccc(CCNC(=O)c2nc(SCc3ccccc3F)ncc2Cl)cc1 | . | . | 7% | 44% | -14% | 2% | 15% | 0% | ? |
| 36 | COc1ccccc1C(CNC(=O)C(CCSC)NS(=O)(=O)c1ccccc1F)N1CCCC1 (stereo not given) | -2% | -14 | -1% | . | -2% | -4% | 14% | . | . |
| 37 | CCOc1ccc(/C=C2\SC(=S)N(CC(=O)Nc3ccccn3)C2=O)cc1 | 24% | 25 | -9% | ? | -3% | -9% | ? | 0% | 3% |
| 38 | CC12CCC(=O)N1C(C(=O)NNC(=O)COc1ccccc1Cl)CS2 (stereo not given) | 19% | 0 | -7% | . | -13% | -16% | 7% | . | . |
| 39 | O=C(NC(=S)N1CCCCCC1)C1CC1 | 0% | -4 | 5% | ? | 5% | -8% | 23% | 2% | 6% |
| 40 | CCN(c1ccccc1)S(=O)(=O)c1ccc2c(c1)N(C(C)=O)CCO2 | -6% | 1 | -3% | 9% | -14% | -4% | ? | -1% | 2% |
| 41 | CCc1ccc2c(CN(C)Cc3ccc(OC(F)F)c(OC)c3)cc(=O)oc2c1 | ? | -6 | 7% | -20% | -16% | -8% | -8% | -14% | 0% |
| 42 | CN1C(=O)C2(CCCCC2)C1c1ccccc1 (stereo not given) | -3% | . | 7% | . | -9% | -11% | 6% | . | . |
| 43 | O=C(NCC1CCN(c2ccc(S(=O)(=O)N3CCOCC3)cc2)CC1)Nc1ccccc1F | 6% | -3 | 4% | ? | -28% | 4% | 129%[activator] | -3% | -1% |
| 44 | COc1ccc(NC(=O)Nc2nc(C)cc(C)n2)c(OC)c1 | -5% | 5 | 4% | -26% | 2% | -8% | 3% | 7% | -3% |
| 45 | CCn1c(C)c(C)c2cc(C(=O)NCCN3CCCCCC3)ccc21 | 51%[activator] | 5 | -8% | 0% | 3% | 8% | 3% | 1% | -2% |
| 46 | CCCc1nc2ccccc2c(=O)n1/N=C/c1c(C)[nH]n(-c2ccc(C)cc2)c1=O | 10% | -5 | -22% | -18% | -14% | -4% | -3% | -5% | -14% |
| 47 | O=C(CSc1nnc(-c2cccnc2)n1Cc1ccco1)Nc1nc(-c2ccc(F)cc2)cs1 | -3% | -3 | 1% | 25% | -11% | -18% | 9% | -6% | -13% |
| 48 | CCN1C(=O)N[C@@H](c2cccs2)C(C(C)=O)=C1C | -2%[12.4 µM] | . | -8% | -28% | 4% | 2% | -28% | 1%[12.4 µM] | 2% |
| 49 | C[C@H](CO)N1C[C@H](C)[C@@H](CN(C)Cc2ccc(C(=O)O)cc2)Oc2c(NC(=O)c3ccncc3)cccc2C1=O | 57%[activator] | . | -2% | . | -10% | -10% | -13% | . | . |
| 50 | CCc1ccc(/C=C/C(=O)C2C(=O)c3ccccc3C2=O)cc1 | -3% | -13 | 9%[11.5 µM] | -13% | 1% | -3% | ? | -13% | ? |
| 51 | CCC(CC)C(=O)N1CCc2cc(OC)c(OC)cc2C1COc1ccc(F)cc1 (stereo not given) | . | . | 1% | 42% | -21% | -7%[60.1 µM] | 1% | -4% | -8% |
| 52 | Cc1cc(-c2nc3ncccc3o2)ccc1NC(=O)COc1ccc(C(C)(C)C)cc1 | . | . | i | 3% | -9% | 0% | 16% | -4% | -7% |
